Compound activity: PubChem BioAssay, National Center for Advancing Translational Sciences (NCATS)
FLuc modulator: firefly luciferase modulation, counter-screen for miR-21 project | P08659 | purified FLuc, Km substrates, luminescence inhibition | Potency, µM (top dose mostly 57.5 µM), for the others: top-dose activity change, negative = inhibition, usual class: inhibitors | 360,000 compounds, 6.9% hits;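 note: potency is the fitted concentration of half-maximal effect; plate controls were vehicle for no effect and reference inhibitor for full effect; nearly all actives have a fitted effect of over 55% in size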
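Biochemical qHTS of compounds, final roughly 60 µM downward over six points, against 10 nM purified firefly luciferase using Km concentrations of substrates (10 uM D-luciferin, 10 uM ATP) in Tris acetate pH 7.5 buffer; luminescence output.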
Rab9 promoter act: Rab9 promoter activation; Huh7 Rab9 promoter-luciferase reporter, luminescence, 24 h; Potency, µM (titrated, usually from 9.22 µM), for inactives: at the top dose activation, negative = inhibition, actives largely listed as activators; 320,000 compounds, 2.8% hits; note: potency is the fitted concentration of half-maximal effect; % of control where 0% means no effect; nearly all actives have a fitted effect of over 60% in size
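Stable Rab9-luc Huh7, 1500 cells/well, 2 h settle; cmpd in DMSO, 24 h, 37 °C/5% CO2; luciferase reagent 10 min RT; luminescence.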
VP16 counter: counter-screen for ROR gamma inhibitors: Gal4-VP16 reporter; AID 2546; Potency, µM (doses to about 53.6 µM), inactives show at the highest dose activity, negative = inhibition, usual class: inhibitors; 310,000 compounds, 3.5% hits; Drosophila S2 Gal4-VP16 UAS-luciferase, luminescence, 20 h;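 note: Gal4-VP16 expression switched on by copper sulfate through the metallothionein promoter; potency is the fitted concentration of half-maximal effect; % is set by controls: 0 for no effect and ±100 for the full control effect; nearly all actives have a fitted effect of over 50% in size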
NPC1 prom act: activates the NPC1 promoter | AID 485313 | Huh7 NPC1 promoter luciferase reporter, 24 h | Potency, µM (doses to about 9.22 µM), without a hit: at the highest dose activation, most hits filed as activators | 320,000 compounds, 2.4% hits;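 note: potency is the fitted concentration of half-maximal effect; % of control where 0% means no effect; nearly all actives have a fitted effect of over 60% in size; reporter is driven by a mutant NPC1 promoter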
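Luciferase expression driven by the NPC1 promoter was measured in stably transfected Huh7 cells after a 24 h compound incubation, using a luciferase reagent and a luminescence read.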
p53 reactivator: restores transcriptional activity of mutant p53. H1299 p53-A138V BP100-luciferase reporter, luminescence, 24 h. Potency, µM (top dose mostly 92.2 µM), inactives show top-dose activity change, positive = activation, usual class: activators. 320,000 compounds, 0.063% hits. AID 504706; note: potency is the fitted concentration of half-maximal effect; % of control where 0% means no effect; nearly all actives have a fitted effect of over 45% in size
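p53-null H1299 cells stably carrying temperature-sensitive p53-A138V and a BP100-luciferase reporter were pinned with compounds (4-point, 1:5 series) and held 24 hrs at 37 deg C. Luminescence was read 10 min after detection reagent.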
Menin MLL FP TR: inhibitors of human menin-MLL interaction, mutant MLL peptide | O00255 | Menin + Texas Red MLL mutant peptide, fluorescence polarization | 270,000 compounds, 0.23% hits | Potency, µM (series often up to 61.6 µM), inactives show at the highest dose FP activity change, negative = inhibition, actives largely listed as inhibitors | AID 1768; active = well fitted inhibition curve with a large enough effect in the polarisation, with a control signal flat, not every such curve was filed as active; inconclusive = small, poorly fitted or top-dose-only effect, or effect the other way, or a change in a side signal; inactive = no such curve, though single readings can be large or run the other way; the % refers to the polarisation; note: potency is the fitted concentration of half-maximal effect; % of control where 0% means no effect; many of its hits are not listed in these tables
ELG1 genotoxic: inducers of genotoxicity in HEK293T ELG1-luciferase cells; HEK293T ELG1-luciferase reporter, luminescence, 16 h; Potency, µM (doses to about 46 µM), for inactives: at the highest dose activity change, positive = activation, actives largely listed as activators; 330,000 compounds, 1.3% hits; note: potency is the fitted concentration of half-maximal effect; % of control where 0% means no effect; nearly all actives have a fitted effect of over 60% in size
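ELG1-luciferase HEK293T cells, 2,000/well; compound pinned in; 16 hr, 37 °C, 5% CO2; ONE-Glo, 30 min RT; luminescence on CCD imager.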
Giardia kill: Giardia lamblia killing | Giardia lamblia trophozoite viability | activity change, % at 7.66 µM, hits read low | 340,000 compounds, 0.15% hits | AID 540267; in the data active = activity change below about -80%; inconclusive = between about -30% and that limit;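 note: parasites exposed to compound for two days anaerobically before the ATP read; % is set by controls: 0 for no effect and ±100 for the full control effect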
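Trophozoite viability was measured as ATP-dependent luminescence, read 15-30 min after reagent addition. Before that, parasites at 100 cells/well were exposed to compounds for 48 h, anaerobically, at 37 deg C.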
PKM2 act: activators of human pyruvate kinase M2 | purified PKM2, Kinase-Glo ATP luminescence, activation; response scale: 0% is enzyme alone, no compound | Potency, µM (highest dose often 57.5 µM), without a hit: at the highest dose activation, hits mostly activators | 260,000 compounds, 0.34% hits; note: potency is the fitted concentration of half-maximal effect; % is set by controls: 0 for no effect and ±100 for the full control effect; nearly all actives have a fitted effect of over 55% in size
Target sequence (P14618 whole entry, looked up): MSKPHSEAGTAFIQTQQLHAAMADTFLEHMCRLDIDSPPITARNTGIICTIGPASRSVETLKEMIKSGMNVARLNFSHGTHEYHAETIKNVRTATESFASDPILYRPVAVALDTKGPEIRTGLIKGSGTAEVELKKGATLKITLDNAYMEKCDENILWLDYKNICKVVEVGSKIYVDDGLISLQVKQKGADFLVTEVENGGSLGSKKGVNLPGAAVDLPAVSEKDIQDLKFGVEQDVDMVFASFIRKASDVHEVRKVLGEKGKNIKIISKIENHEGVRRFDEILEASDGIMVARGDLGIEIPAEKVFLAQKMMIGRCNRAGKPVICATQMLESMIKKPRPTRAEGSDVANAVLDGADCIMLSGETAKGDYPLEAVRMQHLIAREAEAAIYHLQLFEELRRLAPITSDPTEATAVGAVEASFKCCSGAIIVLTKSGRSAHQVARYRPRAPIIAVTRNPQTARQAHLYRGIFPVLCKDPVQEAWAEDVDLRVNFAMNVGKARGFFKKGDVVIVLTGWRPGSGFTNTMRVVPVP
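hPK-M2, >95% pure; 0.1 mM ADP / 0.5 mM PEP final; imidazole pH7.2 buffer w/ 7 mM MgCl2, 50 mM KCl; 1 h RT; Kinase-Glo lum. Intermediate enzyme activity for dual inhibitor/activator qHTS.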
BRCA1 expr act: increases BRCA1 expression; MCF7-BRCA1-FFLuc reporter, luminescence, 48 h; response scale: scaled: vehicle 0%, 10 µM genistein 100%; Potency, µM (series often up to 46.1 µM), for the others: at the highest dose activation, hits mostly activators; 380,000 compounds, 1.1% hits; AID 624202; note: potency is the fitted concentration of half-maximal effect; nearly all actives have a fitted effect of over 80% in size; some results filed as inactive show a strong effect at the top dose
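Quantitative HTS in MCF7 cells stably reporting BRCA1 expression via firefly luciferase. Compound treatment lasts 48 h at 37 °C in phenol-red free MEM. Activation is expressed relative to genistein at 10 microM and DMSO.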
RORg inh: inhibitors of mouse ROR gamma transcriptional activity; P51450; 310,000 compounds, 5.4% hits; Potency, µM (highest dose often 53.6 µM), for the others: at the top dose activity change, negative = inhibition, most hits filed as inhibitors; AID 2551; Drosophila S2 Gal4-RORgamma UAS-luciferase reporter, 20 h; note: potency is the fitted concentration of half-maximal effect; % is set by controls: 0 for no effect and ±100 for the full control effect; nearly all actives have a fitted effect of over 60% in size
Target sequence (P51450 whole entry, looked up, the tested form may be a part): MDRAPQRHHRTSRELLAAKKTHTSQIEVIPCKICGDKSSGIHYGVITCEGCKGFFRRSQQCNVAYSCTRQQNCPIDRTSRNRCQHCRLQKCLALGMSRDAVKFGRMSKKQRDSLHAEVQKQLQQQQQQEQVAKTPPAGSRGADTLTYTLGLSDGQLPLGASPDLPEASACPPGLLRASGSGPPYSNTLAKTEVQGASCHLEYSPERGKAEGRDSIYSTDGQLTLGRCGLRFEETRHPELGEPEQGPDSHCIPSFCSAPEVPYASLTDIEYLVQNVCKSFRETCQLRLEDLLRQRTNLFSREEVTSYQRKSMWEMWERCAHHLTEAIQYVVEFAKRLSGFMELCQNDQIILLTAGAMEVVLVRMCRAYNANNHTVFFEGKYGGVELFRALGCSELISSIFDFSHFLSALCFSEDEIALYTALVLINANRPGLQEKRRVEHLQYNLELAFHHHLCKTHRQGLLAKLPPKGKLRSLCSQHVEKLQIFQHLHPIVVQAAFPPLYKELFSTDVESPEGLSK
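A Gal4/UAS one-hybrid system in insect cells: metallothionein-promoter Gal4–ROR gamma fusion plus Photinus luciferase reporter. Copper sulfate 700 uM final, 20 hr ambient incubation, luminescent detection after 10 min with reagent.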
The depositor's hits bear a star; ? = inconclusive; . = no result given; & = joins results of further samples; [ ] = remark or other dose. Unless noted, calls come from the whole dose curve; as a rule, active = well fitted curve in the direction sought with a large enough effect; inconclusive = small, poorly fitted or top-dose-only effect, or another doubt; inactive = no such curve, though single readings can be large; an effect the other way counts as inactive or inconclusive.

SMILES	FLuc modulator	Rab9 promoter act	VP16 counter	NPC1 prom act	p53 reactivator	Menin MLL FP TR	ELG1 genotoxic	Giardia kill	PKM2 act	BRCA1 expr act	RORg inh
Cc1ccc(-n2c3nc(=O)[nH]c(=O)c-3cc3c(C)nn(-c4ccccc4)c32)c(C)c1	0%&-1%	0%	2%	9%	6%	-10%	-1%	5	-6%	3%&7%	-2%
CN(C)c1cc[n+](Cc2c(Cl)cccc2Cl)cc1	4%	-36%[inhibitor]	?	-35%[inhibitor]	3%	-13%	-3%	-1	10%	-85%	?
Cc1cccc(-n2c(N)cc(=O)nc2SCC(=O)Nc2nnc(C)s2)c1	1%	1%	0%	7%	2%	-2%	1%	-15	3%	-33%	-23%
COc1cccc(CNC(=O)C2CCCN(S(=O)(=O)c3c(C)[nH]c(=O)[nH]c3=O)C2)c1 (centres undefined)	-1%	-12%	7%	0%	-2%	2%	1%	-15	5%	12%	7%
Cc1cc(C)cc(NC(=S)NC(=O)CCN2C(=O)c3ccccc3C2=O)c1	-4%	1%	4.5µM*	1%	0%	-4%	-5%	-3	-1%	-8%	3.5µM*
CC(=O)Nc1ccc(-c2csc(NCc3ccco3)n2)cc1	7.6µM*	2µM*	?	2.5µM*	?	1%	?	-28	12%	?	?
CCOC(=O)/C(C#N)=C/c1cn(CCC(=O)O)nc1-c1cccc(Br)c1	?	0%	23%	-2%	-1%	-2%	1%	4	4%	1%	4%
Cc1cccc(C(=O)Nc2ccc(O)cc2C(=O)O)c1	21µM*	11%	-16%	1%	5%	20%	-1%	3	-22%	3%	-12%
O=C(N1CCOCC1)N1CCN(S(=O)(=O)c2ccccc2)C1	6%	-3%	2%	-4%	10%	-3%	0%	26	3%	5%	-1%
O=C(OCc1nnc(-c2ccccc2)o1)C1=COCCO1	-17%	-1%	10%	1%	19%	-6%	14%	19	4%	3%	17%
CC(=O)N1N=C(c2cccc([N+](=O)[O-])c2)OC1c1ccccc1Cl (centres undefined)	-8%	0%	14%	1%	4%	-9%	-1%	-7	11%	12%	-20%
CCn1ccnc1CN(C)Cc1cn[nH]c1-c1ccc(F)cc1F	-2%	-20%	3%	-1%	-3%	17%	-23%	-7	-1%	3%	-26%
O=C(NCc1cccc(Cl)c1)c1cnccn1	2%	7%	4%	10%	1%	1%	-2%	12	0%	4%	14%
CN1C[C@@H]2C(c3ccc(Cl)nc3)C3(c4ccccc4)CC2(C3)[C@H]1c1ccccc1 (some centres undefined)	1%	-21%	-4%&8%	-2%	3%	-13%	-7%	?	-4%&-11%	-21%	6%&5%
Cc1nc2cc(OCc3cc(C(=O)NC(C)c4cnn(C)c4)no3)ccc2s1 (centres undefined)	17µM*	27%	-8%	12%	-1%	.	-4%	-4	-1%	32%	-3%
COc1ccc(Nc2nc3ccc(C)cc3n3cnnc23)cc1Cl	?	5%	-1%	3%	-7%	?	0%	.	.	.	-31%
O=C(CS(=O)(=O)c1ccc(F)cc1)NCCS(=O)(=O)c1ccccc1	2%	1%	0%	-2%	-1%	-11%	-3%	25	.	-9%	5%
CC(=O)Nc1ccc(OC(=O)c2ccc(Br)c([N+](=O)[O-])c2)cc1	-10%	1%	?	2%	1%	10%	?	1	-7%	-43%	?
COc1ccccc1-n1c(C)nnc1SCC(=O)Nc1cccc(C(C)=O)c1	-2%	1%	28%	-1%	-9%	-5%	0%	-6	3%	3%	16%
O=C(NCCc1ccc(Cl)cc1Cl)c1ccc2nc[nH]c2c1	?	20%	-1%	-2%	-12%	.	0%	10	-1%	-13%	-3%
CCc1ccc(-n2c(C)nc3cc(C(=O)NCc4cccnc4)ccc32)cc1	4%	1%	5%	-1%	1%	?	-5%	-6	8%	-18%	12%
Cc1ccc(S(=O)(=O)NCc2ccc(C(=O)N(C)CCC#N)cc2)cc1	1%	7%	-4%	-3%	-4%	16%	-2%	-9	0%	-12%	-21%
O=C(Nc1cccc(NC(=O)c2cccs2)c1)c1ccc2c(c1)OCO2	15µM*	7%	-13%	10%	-1%	1%	-2%	18	-11%	-5%	37%
Cc1ccc2nc(NC(=O)C3CCN(S(=O)(=O)c4ccc5c(c4)oc(=O)n5C)CC3)sc2c1	?	-16%	-3%	-2%	2%	8%	-10%	4	-2%	37%	31%
O=C(c1cccc(Cl)c1)N1CCN(Cc2ccccc2)CC1	-2%	4%	-10%	0%	-27%	-9%	-9%	?	0%[11.5 µM]	23%	6%
Fc1ccc(N2CCN(Cc3c[nH]c4ccccc34)CC2)cc1	-4%	-8%	6%	-4%	0%	.	-5%	.	-10%	.	-16%
Cc1ccc(C(=O)N(c2c(C)n(C)n(-c3ccccc3)c2=O)C(C)C)cc1	-1%	1%	2%	-5%	-2%	6%	0%	-3	-6%	2%	21%
CCCCn1c(-c2nonc2N)nc2ccccc21	4%	-1%	-12%	-4%	2%	11%	.	4	-1%	-53%	?
Cc1ccc(/C=C/S(=O)(=O)N2CCC(C(=O)O)CC2)cc1	-4%	5%	10%	8%	3%	-2%	-1%	-16	2%	53%	3%
CCCC#Cc1ccc2c(c1)COc1c3ccccc3nn1-2	1.5µM*	0.56µM*	.	0.89µM*	?	.	?	-17	.	?	.
O=C(CSc1nnnn1C1CCCCC1)N1c2ccccc2Sc2ccccc21	0%	0%	-6%	0%	4%	.	-4%	3	-16%	0%	28%
O=C(Oc1ccccc1)c1ccc(NC(=O)c2ccco2)cc1	2.7µM*	30%	?	22%	24%	16%	?	-19	-17%	?	-31%
Cc1ccc(NCCc2ccc(C)nc2)cc1	-20%	-3%	29%	8%	4%	-2%	?	4	-1%	66%	10%
CCN(CC)C(=O)c1[nH]cnc1C(=O)N[C@@H](C)C(=O)OC(C)(C)C	-2%	1%	20%	2%	1%	0%	-3%	-1	6%	-2%	-1%
Cc1cc(C)nc(-n2nc(C)cc2NC(=O)CN2CCCC2)n1	6%	11%	-13%	-1%	-2%	2%	0%	-10	-3%	14%	11µM*
O=C(c1ccc(S(=O)(=O)N2CCCCC2)cc1)N1CCCc2ccccc21	0%	2%	-3%	1%	3%	0%	-23%	14	5%	6%	?
NC(=O)c1ccccc1NC(=O)CSc1cn[nH]n1	0%	0%	9%	1%	8%	-17%	0%	-24	1%	6%	-43%
CCN(CC)S(=O)(=O)c1cc(C(=O)N(C)CC(=O)Nc2ccc(Cl)cc2)ccc1Cl	3%	2%	-8%	-5%	-10%	12%	-2%	3	1%	-50%	?
COCCCNC(=S)N1CCN(C(c2ccccc2)c2ccccc2)CC1	2%	0%	?	1%	-2%	-14%	-4%	0	-4%	-47%	16µM*
O=C(c1noc2c1CCCC2)N1CCN(Cc2ccccc2)CC1	-2%	-2%	4%	8%	?	-11%	1%	5	1%	21%	?
CCn1c2ccccc2c2nnc(NN)nc21	-9%	2%	1%	-1%	-2%	-8%	2%	16	-5%	-64%	?
O=C(CN(Cc1cccs1)C(=O)CCC(=O)Nc1ccccn1)NCc1ccccc1	-1%	-13%	-7%	-3%	-1%	-2%	-1%	9	-4%	-15%	0%
Nc1nnc(SCC(=O)N2CCc3ccccc32)n1-c1ccccc1	2%	-7%	6%	0%	-8%	-5%	-5%	8	-16%	-3%	?
O=C(COC(=O)Cc1c(Cl)cccc1Cl)Nc1ccc(OC(F)(F)F)cc1	-7%	-6%	-7%	1%	3%	31%[activator]	2%	-16	-3%	-12%	-4%[10 µM]
Cn1nnnc1Sc1ncnc2scc(-c3cccc(S(C)(=O)=O)c3)c12	-1%	3%	.	-21%	-34%[inhibitor]	.	-9%	-2	.	-66%	.
CCCN1CCC(=O)N([C@H](CSc2ccccc2)Cc2ccccc2)CC1	0%	-2%	1%	-1%	7%	-14%	-3%	-12	1%	-14%	11%
Cc1nc2c(-c3ccc(F)cc3)c(C)nn2c(C)c1CCC(=O)Nc1ccc(F)cc1F	0%	-9%	-5%	-6%	1%	.	5%	-19	-2%	-19%	-36%
O=C(NCCCN1CCOCC1)c1cc2c(=O)[nH]c3ccccc3c2s1	-1%	-4%	-2%	-5%	-11%	1%	4%	-5	4%	15%	1%
Cc1ccc(-c2nc(C)sc2CC(=O)Nc2cccc(C)c2C)cc1	3%	-4%	?	0%	-3%	3%	2%	9	-2%	-16%	?
COc1ccc(OC)c(N(CC(=O)Nc2cccnc2)S(=O)(=O)c2ccc(OC)c(OC)c2)c1	-1%	-2%	-5%	-4%	-15%	3%	-12%	0	-10%	-19%	-10%

A portion of the library; count on the stated rates, not on these rows.
